hcGAS inh: Primary biochemical luminescence assay for human cyclic GMP-AMP synthase inhibitors | Q8N884 | recombinant h-cGAS, ATP depletion, Kinase-Glo luminescence | inhibition, % at 12.5 µM | 290,000 tested, 0.081% active | AID 1259398, 2018;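 also: 0% = vehicle reaction and 100% = reaction without DNA for no activity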
Target sequence (Q8N884 whole entry, looked up): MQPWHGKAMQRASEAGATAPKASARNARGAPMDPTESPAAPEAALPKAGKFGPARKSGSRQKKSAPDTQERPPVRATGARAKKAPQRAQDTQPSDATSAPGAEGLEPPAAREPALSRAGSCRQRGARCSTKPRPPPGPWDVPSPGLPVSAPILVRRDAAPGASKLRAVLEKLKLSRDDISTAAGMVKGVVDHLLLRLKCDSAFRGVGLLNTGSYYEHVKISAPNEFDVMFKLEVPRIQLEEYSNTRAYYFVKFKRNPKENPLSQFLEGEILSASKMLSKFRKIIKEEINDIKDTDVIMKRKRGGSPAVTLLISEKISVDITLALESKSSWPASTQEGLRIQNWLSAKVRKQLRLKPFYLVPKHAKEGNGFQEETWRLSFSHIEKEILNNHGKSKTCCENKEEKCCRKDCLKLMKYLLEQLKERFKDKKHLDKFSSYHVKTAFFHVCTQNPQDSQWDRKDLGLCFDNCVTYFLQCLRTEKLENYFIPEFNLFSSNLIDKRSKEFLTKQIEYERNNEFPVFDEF
NPYLR7 agonist: agonists of mosquito NPYLR7 receptor, primary screen, cell-based, Aedes aegypti, calcium fluorescence, mosquito biting behavior. AID 1259423, 2018. 270,000 tested, 0.15% active. activation, % at 10 µM. HEK293T NPYLR7/Galpha15, GCaMP6s calcium fluorescence. Aedes aegypti neuropeptide Y-like receptor 7 (NPYLR7); in the data active = activation above about 40%;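 also: 0% = vehicle and 100% = reference agonist at the receptor; some compounds past the cut are filed as inactive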
mcGAS inh: cyclic GMP-AMP synthase inhibitors, mouse, primary biochemical chemiluminescence | Q8C6L5 | recombinant cGAS, Kinase-Glo ATP depletion luminescence | inhibition, % at 12.5 µM | 160,000 tested, 0.15% active;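 also: 0% = negative control wells and 100% = reference inhibitor with no enzyme activity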
Active calls of the source: *; . = not tested or not shown; & = joins results of further samples. Rule as the data show it, unless noted: active = inhibition above about 40%; inactive = the rest.

SMILES	hcGAS inh	NPYLR7 agonist	mcGAS inh
CCCNC(=O)Cn1c(-c2nnc(CC)o2)cc2ccccc21	-9	-1	-9
CCOC(=O)c1[nH]c(C)c(C(=O)OCC(=O)c2cc(C)n(C)c2C)c1C	1	3	-4
CCN1CCCC1CNc1ncnc2c1cnn2C (stereo unspecified)	-6	3	-6
COC(=O)c1ccc(S(=O)(=O)N(C)c2ccccc2C(=O)OC)cc1	5	-13	.
COc1cccc(Oc2cc(N3CCN(C(C)=O)CC3)ncn2)c1	3	-1	-1
CC(=O)N1CCN(CC(=O)Nc2sc3c(c2C(N)=O)CCC3)CC1	-4	9	-5
C#Cc1cccc(N(Cc2cccs2)S(=O)(=O)c2cn[nH]c2)c1	-6	5	-16
Cc1csc(C(C#N)=Cc2cccc(O)c2)n1	-8	1	-1
COc1ccc(C2(c3nnc(-c4cccc(C)c4)o3)CCOCC2)cc1	0	-1	.
Cc1nn(CCNC(=O)N(C)c2ccccc2)c(C)c1Cl	-6	2	.
O=C(c1cccc(F)c1)N1CCSC12CCN(S(=O)(=O)c1ccc(Cl)cc1)CC2	-10	-3	-6
CCCCc1ccc(C(=O)N(CCc2ccccc2)C(C)c2nc3ccccc3c(=O)n2-c2cc(OC)cc(OC)c2Br)cc1 (stereo unspecified)	-4	14	-4
Cc1[nH]cnc1CN(C)CC(C)N1CCOCC1 (stereo unspecified)	-5	5	.
CC1=NC2=C(C(=O)CCC2)C(c2ccc3c(c2)OCO3)C1C(=O)OCCc1ccccc1 (stereo unspecified)	1	-1	-2
COc1ncc(CN(C)Cc2nc3ccccc3n2C)cn1	-2	24	.
FC(F)(F)c1c(Cl)nnc2c1CCC2	-5	5	.
CC1(C(=O)NCC2CC2)CCN1C(=O)CCc1ccc(Cl)cc1Cl (stereo unspecified)	-6	1	-4
CN(Cc1ccc(-n2cccn2)cc1)Cc1ccc(CO)o1	-7	3	.
CCNC(=O)N(Cc1ccc(F)cc1)Cc1ccc(OC)c(OS(=O)(=O)c2ccc(NC(C)=O)cc2)c1	-2	24	-4
CCCC(O)(CCC)c1ccc(CN(CCCOC)Cc2ccc(C)s2)o1	3	-8	-2
O=C(Cn1cnc2sccc2c1=O)NC1CCS(=O)(=O)C1 (stereo unspecified)	-4	6	.
CCOC(=O)c1c(NC(=O)COC(=O)C2CCC2)sc(C)c1C	-4	2	-3
Cc1ccc(-n2c(SCc3ccc(F)cc3)nnc2C(Cc2ccccc2)NC(=O)C(C)Cl)cc1 (stereo unspecified)	1	-5	2
CC(=O)OC(CN1CCCCC1)Cn1c2ccccc2c2ccccc21 (stereo unspecified)	-6	0	-8
COc1cc(OC)cc(C2SCCN2C(=O)Nc2cccc(C(F)(F)F)c2)c1 (stereo unspecified)	-4	9	-5
CC(C)c1cnc(NC(=O)CCc2ccccn2)s1	1	-4	.
CCOc1ncccc1CN1CCC(C(=O)N2CCc3ccccc3C2)CC1	-3	-5	-3
CC(=O)c1c(C)[nH]c(C(=O)OCC(=O)c2ccc(C)s2)c1C	-2	6	.
CC1Oc2ccccc2N(CC(=O)Nc2ccc(N3CCCC3)cc2)C1=O (stereo unspecified)	-6	-2	.
Cc1nc2c(OCCn3cccc3)cccn2c1N(C)CC1CC1	-6	9	-4
CCOc1cnn(Cc2ccccc2)c(=O)c1Nc1ccc(C(=O)N2CCOCC2)cc1	-5	7	-3
CCn1ncc(C(=O)N2CC[C@@H]3CN(S(C)(=O)=O)[C@@H]3C2)c1C	-8	.	-5
Cc1ccc(CNCc2nc3c(s2)CCCC3)s1	5	0	.
CN(C(=O)C1CC1c1ccc(F)c(F)c1)C1CCS(=O)CC1 (stereo unspecified)	-11	1	.
O=C(CN(CCO)C1CCCCC1)Nc1c(Cl)cccc1Cl	-8	4	.
CCOC(=O)c1cc(C)nn1C1CCN(C(=O)c2cc(OC)c(OC)c(OC)c2)CC1	-5	26	-3
Cc1cc(C)nc(NC2=NCC(=O)N2c2ccccc2Cl)n1	-1	4	0
Cc1c(Cl)cccc1-n1ccn(CN2CCOCC2)c1=S	-3	0	.
O=[N+]([O-])c1ccc(-c2ccc(SCc3cccnc3)nn2)cc1	-13	12	.
CCCCc1nc(N2CCN(S(=O)(=O)/C=C/c3ccccc3)CC2)c2c3c(sc2n1)CC(C)CC3 (stereo unspecified)	-4	15	-4
CN(C)CCCN(C(=O)c1ccc2ncsc2c1)c1nc2ccc(F)cc2s1	-7	2	-6
CN(C)CC1[C@H]2CN(C(=O)c3scc4c3CCCC4)C[C@@H]12 (stereo partly specified)	3	.	0
NC(=O)CSC1=NN2CCCC(=O)N=C2S1	-10	7	.
Cc1ccc(N2C(=O)N(C(C)c3ccccc3Cl)C(=O)C2C)cc1 (stereo unspecified)	3	-2	.
N#Cc1ccc(/C=C/C(=O)Nc2ccccc2C(N)=O)cc1	1	-10	.

In a second layout: 15 of the compounds above.
molecule,hcGAS inh,NPYLR7 agonist,mcGAS inh
CN(Cc1ccc(-n2cccn2)cc1)Cc1ccc(CO)o1,-7,3,.
CCNC(=O)N(Cc1ccc(F)cc1)Cc1ccc(OC)c(OS(=O)(=O)c2ccc(NC(C)=O)cc2)c1,-2,24,-4
CCCC(O)(CCC)c1ccc(CN(CCCOC)Cc2ccc(C)s2)o1,3,-8,-2
O=C(Cn1cnc2sccc2c1=O)NC1CCS(=O)(=O)C1 (stereo unspecified),-4,6,.
CCOC(=O)c1c(NC(=O)COC(=O)C2CCC2)sc(C)c1C,-4,2,-3
Cc1ccc(-n2c(SCc3ccc(F)cc3)nnc2C(Cc2ccccc2)NC(=O)C(C)Cl)cc1 (stereo unspecified),1,-5,2
CC(=O)OC(CN1CCCCC1)Cn1c2ccccc2c2ccccc21 (stereo unspecified),-6,0,-8
COc1cc(OC)cc(C2SCCN2C(=O)Nc2cccc(C(F)(F)F)c2)c1 (stereo unspecified),-4,9,-5
CC(C)c1cnc(NC(=O)CCc2ccccn2)s1,1,-4,.
CCOc1ncccc1CN1CCC(C(=O)N2CCc3ccccc3C2)CC1,-3,-5,-3
CC(=O)c1c(C)[nH]c(C(=O)OCC(=O)c2ccc(C)s2)c1C,-2,6,.
CC1Oc2ccccc2N(CC(=O)Nc2ccc(N3CCCC3)cc2)C1=O (stereo unspecified),-6,-2,.
Cc1nc2c(OCCn3cccc3)cccn2c1N(C)CC1CC1,-6,9,-4
CCOc1cnn(Cc2ccccc2)c(=O)c1Nc1ccc(C(=O)N2CCOCC2)cc1,-5,7,-3
CCn1ncc(C(=O)N2CC[C@@H]3CN(S(C)(=O)=O)[C@@H]3C2)c1C,-8,.,-5

The list continues:
SMILES	hcGAS inh	NPYLR7 agonist	mcGAS inh
CCOc1ccccc1C(=O)NCCn1c(C)cc2ccccc21	-8	-1	.
CN(C)Cc1ccccc1Cc1ccccc1	-3	2	.
Nc1nc(NCC2CCCO2)nc(N2CCN(Cc3ccccc3)CC2)c1[N+](=O)[O-] (stereo unspecified)	-2	3	-7
COc1cc(OC)c(-c2[nH]cnc2-c2ccccc2)c(OC)c1	1	3	3
COc1ccc(N=CC(C#N)c2nc(C3CC3)cs2)cc1OC (stereo unspecified)	-8	7	-9
COc1ccc2nc(-c3cccc(NS(=O)(=O)c4ccc(F)cc4)c3)cn2n1	-2	-7	-7
CC(C)c1nn(C)c(Cl)c1CNC1CCS(=O)(=O)C1 (stereo unspecified)	0&-6	5&8	.
O=C(C1CC1)N(Cc1csc(COc2cccc(Cl)c2)n1)C1CC1	-5	40	-5
C[C@@H]1O[C@@H](O[C@H]2[C@H](Oc3cc(O)c4c(c3)O[C@H](c3ccc(O)cc3)CC4=O)O[C@H](CO)[C@@H](O)[C@@H]2O)[C@H](O)[C@H](O)[C@H]1O	-6	-2	.
CSCCC(NS(=O)(=O)/C=C/c1ccccc1)C(=O)N(C)C (stereo unspecified)	-5	9	.
O=C1C(Cc2ccccc2)SC(=Nc2ccccc2)N1c1ccccc1 (stereo unspecified)	1	-6	-7
COc1ccc(/C=N\Nc2nc(-c3cc4ccc(O)cc4oc3=O)cs2)cc1	-7	21	2
O=C(Nc1ccc(Br)cc1Cl)N[C@@H](Cc1ccccc1)C(=O)N1CCC(C(=O)N2CCOCC2)CC1	-11	3	-10
COC(=O)C1C(=N)Oc2c(oc(CO)cc2=O)C1c1ccc(F)cc1 (stereo unspecified)	-5	7	-10
COc1cc(NC(=O)c2cn[nH]c2C(C)C)ccc1NC(=O)C(C)(C)C	-4	4	.
CC1CCc2nc(NC(=O)C3CCN(c4ncccn4)CC3)sc2C1 (stereo unspecified)	-8	1	.
O=C(NCc1cccnc1-n1ccnc1)c1cc(-n2cccn2)ccc1Cl	4	-1	.
O=C1CN(C(=O)c2ccc(-c3ccccc3)cc2F)CCN1	-16	2	.
Cc1cc(N2CCNC(C)C2)nc(-c2ccccc2)n1 (stereo unspecified)	-3	-2	-14
Cc1cc(CNCC2CCCCC2)c(C)n1-c1nccs1	-8	12	-7
COc1cccc(C=C2SC(N3CCCCC3)=NC2=O)c1OC	-2	2	.
CCN(CC(=O)NC(C)C)C(=O)C1CCCN(c2ncccc2C(F)(F)F)C1 (stereo unspecified)	-3	5	-9
O=S(=O)(Nc1nn(Cc2ccc(C(F)(F)F)cc2)c2ccccc12)c1ccc2ccccc2c1	-8	21	-5
O=C1NC(=O)N(c2ccccc2)C(=O)/C1=C\c1ccc(Br)o1	3	4	5
CCC1Oc2ccc(NC(=O)CC(C)(C)C)cc2CN(Cc2ccc(F)cc2Cl)C1=O (stereo unspecified)	2	.	-1
CC1(C)C(=O)NC(=O)C(C#N)C1c1ccccc1 (stereo unspecified)	-8	-3	.
Cc1ccccc1CSC(C)C(=O)c1ccc(NS(C)(=O)=O)cc1 (stereo unspecified)	-5	3	-17
CC(=O)c1ccc(N2CCN(C(=O)c3csc(COC(=O)c4ccccc4)n3)CC2)cc1	-3	-4	-6
Cc1ccccc1-c1ccc(N2CCN(S(C)(=O)=O)CC2)nn1	-24	.	-18
CCCCCCn1c(SC)nc2c1c(=O)[nH]c(=O)n2C	3	.	-2
c1ccc(C2CN(c3ncnc4c3CCNC4)CCO2)cc1 (stereo unspecified)	-4	1	.
O=C(c1ccc(CSc2nnc(-c3cccs3)n2-c2ccccc2F)cc1)N1CCOCC1	-3	0	-4
O=C(NC(C(=O)N1CCCCC1)C1CCN(C(=O)Cc2ccccc2)CC1)c1ccccc1Cl (stereo unspecified)	-7	1	-6
CC(C)c1ccccc1Oc1cc(C(F)(F)F)nc(SCc2cccc(F)c2)n1	0	1	-2
S=c1nn[nH]n1-c1cccc(Cl)c1	-5	6	.
CCOc1ccc(Cc2nnc(SCC(=O)Nc3ccccc3C)[nH]c2=O)cc1	-6	-4	-8
CC(=O)Nc1ccc(CN(C)c2c(C)nc3ccc(C(=O)NCc4ccc(N(C)C)cc4)cn23)cc1	-5	11	-2
O=C(NCCCN1CCCCC1)c1ccc2c(=O)n(Cc3ccc(Cl)cc3)c(=S)[nH]c2c1	-9	6	-6
O=C(c1ccc2c(c1)OCO2)N1CCN(c2nccc(-c3cccs3)n2)CC1	-5	26	-7
Cc1nc2c(c(N(C)C)n1)CCN(S(=O)(=O)c1ccc(F)cc1C)C2	-6	6	.
COc1ccccc1OCC(=O)Oc1coc(CSc2nccc(C)n2)cc1=O	-4	-10	-7
CCc1csc(CNC(=O)c2ncc[nH]2)n1	-5	-6	-13
CN(C[C@@H]1COCCO1)S(=O)(=O)Nc1ccc2ccc3ncc(-c4cnn(C)c4)cc3c(=O)c2c1	-4	-5	-9
COc1ccccc1CNc1sc(S(C)(=O)=O)nc1S(=O)(=O)c1ccc(C)cc1	0	1	-1
OC[C@H]1CCN(Cc2ccccn2)C[C@H]1O	-2	6	.
CCOC(=O)CCC(=O)N1CCN(c2cc(Oc3cccc(Cl)c3)ncn2)CC1C (stereo unspecified)	-6	10	-6
NC(=O)c1ccsc1NC(=O)COC(=O)C=Cc1cccs1	8	-4	.
CCOC(=O)CNC(=O)CSc1ccc2nnc(CCNC(=O)c3ccc(C)cc3)n2n1	-2	1	-6
O=C(CC(c1ccccc1)c1ccccc1)NCc1nnnn1-c1ccccc1	-5	0	-8
CCn1c(C)cc(O)c(C(c2cccnc2)N2CCCCC2)c1=O (stereo unspecified)	-4	10	.
COc1ccc(C(=O)CCC(=O)N2CCc3c([nH]c4ccccc34)C2c2ccccn2)cc1 (stereo unspecified)	0	-6	-3
CCCCN1C(c2ccco2)=NS(=O)(=O)c2cc(NC(=O)C3CCCC3)ccc21	0	4	.
CS(=O)(=O)c1nc(NC(=O)Cc2ccccc2C(F)(F)F)n[nH]1	-3	-1	.
CC(=O)NC(C(=O)Nc1ccc(C)cc1F)C1CCCC1 (stereo unspecified)	-1	10	.
O=C1Nc2c(Br)cc(Br)cc2C1(O)N1CCOCC1 (stereo unspecified)	0	5	-2
Cc1cc(C)n(-c2nc(-c3ccccc3)cc(=O)n2CC(=O)Nc2ccccc2)n1	-3	2	-2
O=C(NCCc1cccs1)C(=O)NCc1cccc(F)c1	-2	11	.
O=C(NCC1CCCN(Cc2cc3c(cc2Cl)OCO3)C1)c1cccs1 (stereo unspecified)	-10	9	.
NC(=O)c1ccc(NC(=O)C2CCN(c3ccc(-c4cccs4)nn3)CC2)cc1	-2	-5	-8
CC1Cc2nc(SCC(=O)NCC3CCCO3)n(Cc3ccccc3)c(=O)c2S1 (stereo unspecified)	-7	1	.
COCc1nc(-c2ccc(CN3CCN(C(=O)[C@@]4(C)C[C@H]5C=C[C@@H]4C5)CC3)cc2)no1	-2	.	-5
CC(=O)C(C)(C)C(C#N)C(=O)O (stereo unspecified)	-1	-4	.

Bioassay records as filed in PubChem BioAssay.
